Statin myotox sup: suppression of simvastatin myotoxicity; rescue of ATP level, % at 7.49 µM; 0.78% of 330,000 active; AID 602340; C2C12 myotubes + simvastatin, ATP luminescence, 48 h; scaled: DMSO 0, geranylgeraniol control 100;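 active = mean ATP rescue above about 67%, or every replicate alone reaching that limit, limit read from the data, passing the limit was not always enough; inconclusive = no clear call, values can overlap the other calls; inactive = mean under the limit and some replicate under it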;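 also: myotubes were challenged with 10 µM simvastatin during compound exposure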
miR-122 sensor: miR-122 inhibition in Huh7 cells | Huh7 miR-122 Renilla luciferase sensor, 48 h; neutral wells = 0, positive control = 100 | activation (reporter increase), % at 12.5 µM | 0.3% of 340,000 active | AID 602342;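 active = mean replicate activation score at least 90 and every replicate individually at or above 90; inconclusive = only one of the two criteria met; inactive = neither criterion met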;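 also: higher luciferase means less miR-122 activity so hits act as miR-122 inhibitors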
esBAF inh: blocks esBAF chromatin remodeling in mouse ES cells. reporter increase, % at 12.5 µM. 2% of 350,000 active. Bmi1-luciferase knock-in reporter, 24 h; 100% = twice the neutral-well signal; in the data active = activation above about 40%; inconclusive = no clear call, values can overlap the other calls;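 also: 0% = median of the plate's neutral control wells and 100% = double that signal; a rise in the Bmi1 reporter signal indicates esBAF inhibition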
Cneo AK release: Cryptococcus neoformans lysis via adenylate kinase release; C. neoformans lysis, adenylate kinase release luminescence, 4 h; normalised: neutral wells 0, clomiphene wells 100; lysis activity, % at 15 µM; 0.2% of 360,000 active; AID 651654;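 active = mean lysis activity across replicates of at least 80%, whatever share of replicates individually reach that level; inactive = mean lysis activity below 80%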
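Material: C. neoformans cells; Schedule: 4 h static compound exposure, 37 °C, read 1 h post-reagent; Measured by: adenylate kinase release luminescence; Read-out: signal increase indicating cell lysis; Controls: Clomiphene as positive lysis control.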
SIRT5 inh: inhibitors of human sirtuin-5 desuccinylase; 1.1% of 330,000 active; Q9NXA8; Purified SirT5, succinyl-peptide AMC, trypsin-coupled fluorescence; inhibition, % at 15 µM; in the data active = inhibition above about 15%; inconclusive = no clear call, values can overlap the other calls
Target sequence (Q9NXA8 whole entry, looked up): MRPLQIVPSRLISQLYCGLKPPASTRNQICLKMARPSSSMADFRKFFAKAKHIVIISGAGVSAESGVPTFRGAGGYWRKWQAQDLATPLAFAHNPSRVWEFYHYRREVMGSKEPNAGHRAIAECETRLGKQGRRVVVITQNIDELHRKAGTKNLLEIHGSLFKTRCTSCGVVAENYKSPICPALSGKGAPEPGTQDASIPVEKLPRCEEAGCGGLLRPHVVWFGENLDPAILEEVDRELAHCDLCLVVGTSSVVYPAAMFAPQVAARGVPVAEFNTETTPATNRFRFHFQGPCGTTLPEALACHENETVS
ERp5 block: blocks human ERp5 reductase activity on insulin; Q15084; ERp5 insulin aggregation, absorbance 650 nm, 90 min; inhibition, % at 9.99 µM; 0.05% of 350,000 active; AID 651711;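 active = mean replicate inhibition above about 25%, with every replicate also reaching it, limit read from the data, passing the limit was not always enough; inconclusive = only one of those two criteria met; inactive = neither criterion met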
Target sequence (Q15084 whole entry, looked up): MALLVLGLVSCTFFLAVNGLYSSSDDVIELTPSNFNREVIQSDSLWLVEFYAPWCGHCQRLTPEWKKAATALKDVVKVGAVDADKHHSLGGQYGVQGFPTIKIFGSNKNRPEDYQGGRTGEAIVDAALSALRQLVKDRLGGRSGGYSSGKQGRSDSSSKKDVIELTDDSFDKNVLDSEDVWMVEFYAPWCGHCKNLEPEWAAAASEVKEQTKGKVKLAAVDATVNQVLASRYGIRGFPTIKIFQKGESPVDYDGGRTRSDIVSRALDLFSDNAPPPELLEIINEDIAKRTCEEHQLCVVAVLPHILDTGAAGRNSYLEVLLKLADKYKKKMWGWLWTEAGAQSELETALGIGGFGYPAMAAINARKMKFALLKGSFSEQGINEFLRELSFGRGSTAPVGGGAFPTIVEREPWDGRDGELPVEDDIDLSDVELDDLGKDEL
ARNT TACC3 PPI: ARNT/TACC3 interaction disruption. inhibition, % at 9.99 µM. 0.66% of 390,000 active. AlphaScreen His-ARNT PAS-B/GST-TACC3 binding, luminescence; TACC3 fragment carries E629A point mutation. AID 623870. Q9Y6A5;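 active = mean inhibition of replicates at least 50% and at least half of replicates each reaching 50%; inconclusive = half or more replicates reach 50% but mean below 50%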;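 also: 0% = complete ARNT plus TACC3 wells and 100% = ARNT alone without TACC3; many hits fall short of the cut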
The depositor's hits bear a star; ? = inconclusive; · = no result given; [ ] = dose if it differs, or a comment.

SMILES	Statin myotox sup	miR-122 sensor	esBAF inh	Cneo AK release	SIRT5 inh	ERp5 block	ARNT TACC3 PPI
Cc1cc(C(=O)NN=C2CCCC2)c2ccccc2n1	23	2	-5	-1	-5	2	2
C[C@@H]1CN([C@@H](C)CO)C(=O)c2cc(C3=CCCCC3)cnc2O[C@@H]1CN(C)Cc1ccccc1C(=O)O	2	-4[16.7 µM]	-9	1	0	2	-5
COc1ccccc1NC(=O)C(=O)N/N=C/c1ccc([N+](=O)[O-])s1	32	-20	-9	-1	-3	3	·
CCOC(=O)c1sc(NC(=O)c2sccc2C)cc1C	-41	-2	5	-11	·	·	8
Cc1cc(C(=O)COC(=O)Cc2n[nH]c(=O)c3ccccc23)c(C)n1-c1ccc2c(c1)OCCO2	·	·	·	·	0	3	3
Cc1cccc(NC(=S)N(CCN(C)C)C(C)c2ccccn2)c1 (configuration not stated)	9	1	5	2	·	·	44
C#CCn1c(O)c(N=NC(=O)CNC(=O)/C=C/c2ccccc2)c2ccccc21	-13	6	-7	0	-3	3	·
O=C(NC1CCCCC1)N1CCN(Cc2ccco2)CC1	·	·	·	·	-3	6	-4
C[C@@H]1CN([C@@H](C)CO)C(=O)c2cc(NS(=O)(=O)c3ccccc3)ccc2O[C@@H]1CN(C)Cc1ccc(C(=O)Nc2ccccc2N)cc1	9	38[16.7 µM]	-11	-4	0	3	-12
O=C(Cc1ccccn1)NCC[C@@H]1CC[C@H](NC(=O)Nc2ccccc2)[C@@H](CO)O1	3	·	-1	2	10	4	6
O=C1OC(/C(=C\NCc2ccccc2)[N+](=O)[O-])c2ccccc21 (configuration not stated)	·	-9	·	·	6	1	8
CC(C)CCNC(=O)C1CCCCN1S(=O)(=O)c1ccc(F)cc1 (configuration not stated)	-7	-5	-5	-1	-5	0	-4
CC(O)(c1cccnc1)c1nc(/C=C/c2ccccc2)cs1 (configuration not stated)	-5	2	16	2	·	0	·
CC(=O)Nc1nc(C(=O)Nc2c(C)n[nH]c2C)cs1	32	-5	5	-6	·	·	-8
CN(C)C(=O)CSc1nc2ccc(N3C(=O)c4ccccc4C3=O)cc2s1	·	·	·	·	0	-2	-3
CCN(CCCNc1ncnc2nc[nH]c12)c1cccc(C)c1	-18	-6	-6	0	-2	-1	7
Cc1nn(CCC(=O)O)c(C)c1C	-4	-1	-9	·	·	·	-5
COc1ccc(NC(=O)CN(C)S(=O)(=O)c2ccc3c(c2)OCCO3)c2ncccc12	-5	-6	-2	-2	·	·	1
Cc1c(N2C(=O)/C(=C/C3CC=CCC3)SC2=S)c(=O)n(-c2ccccc2)n1C (configuration not stated)	·	-4	·	13	4	2	·
COc1ccc(C(=O)Nc2ccc(S(=O)(=O)N3CCCC3)cc2)c(OC)c1	·	-5	·	-4	·	·	-12
Cc1cccc(Cl)c1NC(=O)N1CCCN(c2ncccc2[N+](=O)[O-])CC1	5	-1	-5	-2	1	6	-4
Cn1c(CNC(=O)c2ccco2)nnc1SCC(=O)Nc1ccc(Cl)cc1	9	2	-8	3	-12	-2	-4
COCCNC(=O)c1cccc2c1-c1ccccc1C2=O	3	6	-5	-2	-5	2	6
COC(=O)c1[nH]c2cc(OC)ccc2c1NC(=O)CCN1CCN(c2ccccc2)CC1	0	-2	-2	0	·	·	-2
CC1=NNC(=O)C1CCC(=O)N/N=C\c1ccccc1[N+](=O)[O-] (configuration not stated)	27	6	12	-1	·	·	1
Cc1ccc(N2CCC(N3CCN(C4CCCCC4)C(CCO)C3)CC2)cc1 (configuration not stated)	18	4	-4	0	·	·	·
O=C(CCn1nnc2ccccc21)Nc1nnc(COc2ccc(F)cc2)s1	-8	-4	-5	3	·	·	0
O=c1nc(N/N=C/c2ccccn2)cn[nH]1	·	·	·	·	4	2	64*
COC(=O)C(F)(F)Sc1c(C)[nH]c2ccccc12	1	1	4	-1	-3	?	-4
NC(=S)N(c1ccccc1)c1ccccc1	-21	2	8	9	-38	-1	-2
COc1cccc(NC(=O)CN(C)C(=O)c2c(C)noc2C)c1	0	1	-6	2	-4	-3	-2
O=C(NNC(=S)NCC1CCCO1)c1cc(Br)ccc1Cl (configuration not stated)	-6	6	-13	1	-3	0	-2
O=C1c2cccnc2C(=O)N1Cc1ccc(S(=O)(=O)NCc2ccco2)cc1	7	-3	-5	1	-1	11	26
CNC(=O)NNC(=O)c1csc(Cc2c(Cl)sc3ccc(Cl)cc23)n1	·	·	·	·	0	-1	-4
Cc1nonc1NC(=O)OC1CCCCC1	0	·	-1	9	-2	4	-7
COc1cc(C(=O)Nc2ccc(C(N)=O)cc2)c([N+](=O)[O-])cc1OC	·	·	·	·	-3	0	-3
COc1cccc(NC(=O)N[C@@H]2CC[C@@H](CC(=O)Nc3ccccc3)O[C@H]2CO)c1	2	·	1	-2	1	6	-5
CCN(C[C@@H]1N[C@@H](CO)[C@H]1c1ccccc1)C(=O)c1ccncc1	21	50[16.7 µM]	5	4	0	2	-3
S=c1[nH]ccc2ccccc12	-3	·	5	3	2	2	16
CCOC(=O)c1sc(NC(=O)c2ccoc2C)c(C(N)=O)c1C	1	-9	5	-3	-40	-1	-4
CC1(c2ccccc2)CC(c2ccccc2)=C(C#N)C(=O)N1 (configuration not stated)	·	·	·	·	-4	0	-1
C/C=C(\C)CN1CCC(n2nccc2NC(=O)c2ccc(OC)cc2)CC1	3	-5	-1	6	-3	-6	-6
CC1=C(C#N)C(NC(=O)c2ccc(Cl)cc2)(C(F)(F)F)C(=O)N1 (configuration not stated)	·	·	·	·	-2	4	7
O=C(C1CCCN1S(=O)(=O)c1cccc2cccnc12)N1CCn2c1nc1ccccc12 (configuration not stated)	21	3	-42	3	·	·	20
CSc1ccccc1NC(=O)CN(C)Cc1cc(=O)n2ccsc2n1	·	·	·	·	-1	0	-1

Quoted at random: 3 entries already listed, in no set order.
SMILES	Statin myotox sup	miR-122 sensor	esBAF inh	Cneo AK release	SIRT5 inh	ERp5 block	ARNT TACC3 PPI
COc1cc(C(=O)Nc2ccc(C(N)=O)cc2)c([N+](=O)[O-])cc1OC	·	·	·	·	-3	0	-3
C/C=C(\C)CN1CCC(n2nccc2NC(=O)c2ccc(OC)cc2)CC1	3	-5	-1	6	-3	-6	-6
CCN(C[C@@H]1N[C@@H](CO)[C@H]1c1ccccc1)C(=O)c1ccncc1	21	50[16.7 µM]	5	4	0	2	-3

Other records
SMILES	Statin myotox sup	miR-122 sensor	esBAF inh	Cneo AK release	SIRT5 inh	ERp5 block	ARNT TACC3 PPI
COc1ccccc1NC(=O)N[C@@H]1CC[C@@H](CCn2cc(C3(O)CCCC3)nn2)O[C@@H]1CO	11	-3[16.7 µM]	-4	0	-2	11	7
CC(=O)c1ccc(OCc2cc(C(=O)NCCn3nc(C)cc3C)no2)cc1	-1	·	44*	12	0	2	-3
C[C@@H]1CN([C@H](C)CO)C(=O)c2cccc(NS(=O)(=O)c3cccs3)c2O[C@@H]1CN(C)C(=O)Nc1ccc2c(c1)OCO2	24	4[16.7 µM]	1	3	10	2	-4
Cn1c(NCc2cc(Br)ccc2O)nc2ccccc21	-12	-4	20	1	·	·	8
CC1CCN(c2ccc3nnc(CCC(=O)Nc4ccc(F)cc4)n3n2)CC1	4	-5	4	-1	2	1	-1
CS(=O)(=O)c1ccc(Cl)c(NC(=O)COC(=O)c2ccc(-n3cnnn3)cc2)c1	-7	-2	-5	1	-3	5	-3
CSCCC(NC(=O)c1ccco1)C(=O)Nc1ccc(C)c(S(=O)(=O)N2CCOCC2)c1 (configuration not stated)	4	8	3	·	1	-2	5
CN(C)C(CNC(=O)c1ccccc1OCc1ccc(Cl)cc1)c1ccco1 (configuration not stated)	15	·	4	3	3	14	0
COc1ccc(C2=CC(=O)C[C@H](c3ccc4c(c3)OCO4)C2)cn1	10	-4	13	-3	·	-1	-17
CC(C)n1c(O)c(N=Nc2ccccn2)c2ccccc21	·	·	·	·	-3	-4	11
Cc1c(Cc2c(C)n(C)n(-c3ccccc3)c2=O)c(=O)n(-c2ccccc2)n1C	-4	0	-7	-1	·	·	11
COP(=O)(OC)c1nc(-c2ccc(C)cc2)oc1N1CCCCC1	·	·	·	·	-68	6	-29
Cc1ccc(/C=C/C(=O)OCC(=O)Nc2ccc3[nH]c(=O)[nH]c3c2)o1	-4	-4	-4	0	-6	1	·
Cc1ccc(S(=O)(=O)N(C)C[C@@H]2OCCCC[C@H](C)Oc3ccc(NS(=O)(=O)c4cccs4)cc3C(=O)N([C@H](C)CO)C[C@@H]2C)cc1	·	-3[16.7 µM]	9	2	6	-2	3
CC(OC(=O)c1ccccc1NCCO)C(=O)NC1CCCCC1C (configuration not stated)	-2	-9	-4	3	-6	1	-1

One compound at a time, from the list above.
Entry for `S=c1[nH]ccc2ccccc12` = Statin myotox sup = -3; miR-122 sensor = ·; esBAF inh = 5; Cneo AK release = 3; SIRT5 inh = 2; ERp5 block = 2; ARNT TACC3 PPI = 16
Entry for `C[C@@H]1CN([C@@H](C)CO)C(=O)c2cc(NS(=O)(=O)c3ccccc3)ccc2O[C@@H]1CN(C)Cc1ccc(C(=O)Nc2ccccc2N)cc1` = Statin myotox sup = 9; miR-122 sensor = 38[16.7 µM]; esBAF inh = -11; Cneo AK release = -4; SIRT5 inh = 0; ERp5 block = 3; ARNT TACC3 PPI = -12

(cont.)
SMILES	Statin myotox sup	miR-122 sensor	esBAF inh	Cneo AK release	SIRT5 inh	ERp5 block	ARNT TACC3 PPI
Cc1ccc(C)c(Nc2nc3c(S(=O)(=O)c4ccccc4)nnn3c3ccccc23)c1	·	·	·	·	4	7	23
COc1ccc(-c2cc3nc(C)c(CCC(=O)NCc4ccco4)c(C)n3n2)c(OC)c1	51	-2	2	1	·	·	-2
CCCNC(=O)N[C@H]1CC[C@@H](CC(=O)N2CCN(C)CC2)O[C@@H]1CO	1	·	-1	-7	-1	6	-4
Cc1nn(C(C)(C)C)c(OC(=O)c2ccc(Br)o2)c1Sc1ccccc1	-2	1	-1	0	·	·	5
C[C@H](CO)N1C[C@H](C)[C@@H](CN(C)C(=O)Cc2ccccn2)Oc2ncc(-c3ccc(F)cc3)cc2C1=O	-1	-11[16.7 µM]	0	-2	6	3	6
CCn1c(SCC(=O)Nc2nnc(C)s2)nnc1-c1ccncc1	-25	1	-6	-1	-7	4	20
Cc1noc(C)c1NC(=O)Nc1ccc2c(c1)C(=O)N([C@@H](C)CO)C[C@@H](C)[C@@H](CN(C)C(=O)NC1CCCCC1)OCCCC[C@H](C)O2	·	2[16.7 µM]	-4	0	1	4	-5
O=C(COc1cccnc1[N+](=O)[O-])Nc1ccc(Cl)cc1F	-1	-9	43*	0	·	-2	-2
Cc1ccc([C@@H]2CC=C(C(=O)O)[C@H](c3ccc(Br)cc3)N2S(=O)(=O)c2ccc(C)cc2)cc1	-2	0	-5	6	4	3	·
COC(=O)/C=C1\NC(=O)C(C)S1 (configuration not stated)	3	-3	2	-1	-1	?	-2
O=C(C[C@H]1C[C@H]2c3cc(NS(=O)(=O)c4ccc(F)cc4)ccc3O[C@H]2[C@@H](CO)O1)NCc1ccc(Oc2ccccc2)cc1	2	7[16.7 µM]	-20	3	-7	-2	2
COc1cc(C(c2nnnn2C2CCCC2)N2CCc3ccccc3C2)ccc1O (configuration not stated)	-3	-2	-5	-2	·	·	-3
O=C1CCCc2ccccc2N1	·	·	·	·	0	3	-7
C[C@@H]1CCCCO[C@H](CN(C)C(=O)NC2CCCCC2)[C@@H](C)CN([C@@H](C)CO)C(=O)c2cc(N(C)C)ccc2O1	-6	-10[16.7 µM]	0	1	5	2	-3
Cc1cc(C)n(CCC(=O)N/N=C/c2ccc(O)cc2O)n1	·	6	·	-1	·	·	11
COc1ccccc1/C=C/CN1CCNC(=O)C1CC(=O)NCCc1cnccn1 (configuration not stated)	·	·	·	1	-2	2	-14
COCCNc1nc(C(C)(C)C)nc2c1nnn2Cc1ccccc1Cl	2	-1	-4	-1	·	·	-3
Cc1c([N+](=O)[O-])c(C/C=N/O)nn1C	3	-7	-1	-4	2	-1	1
